Assay outcomes (PubChem)
cardiac RTF act: cardiac RTF calcium sensitization; P19429+P45379; IANBD-labeled TnC RTF fluorescence at EC20 calcium; 0% EC20 calcium, 100% full calcium; activation, % at 7.2 µM; 340,000 compounds, 0.24% hits; AID 493008;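 active = activation above the mean over all tested compounds plus 3 SD, cut at about 30% in these data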;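 also: rise in fluorescence read as greater calcium sensitivity of cardiac thin filaments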
DAGLB inhibitor: diacylglycerol lipase beta (human) inhibition; Q8NCG7; HEK293T DAGLB membrane lysate, EnzChek fluorogenic substrate; inhibition, % at 5.17 µM; 340,000 compounds, 0.059% hits; AID 504411; in the data active = inhibition above about 34%;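 also: 0% = enzyme with vehicle and 100% = wells lacking enzyme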
RTF Ca sens inh: cardiac RTF calcium desensitization; P19429+P45379; IANBD-labeled cardiac RTF, Ca2+ fluorescence; inhibition, % at 7.15 µM; 340,000 compounds, 0.12% hits; AID 493244;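 active = inhibition above the mean inhibition of all tested compounds plus 3 SD, cut at about 17% in these data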;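 also: assay run at fixed EC70 calcium of 1.6 mM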
CAL PDZ FP-1: human CAL PDZ-peptide interaction inhibition | Q9HD26 | purified CAL PDZ, TMR-peptide fluorescence polarization, 1 h | inhibition, % at 20 µM | 330,000 compounds, 0.02% hits | AID 504414;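 active = highest replicate inhibition of at least 40%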;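 also: plate controls were DMSO neutral control wells for no effect and unlabeled competitor peptide control wells for full effect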
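System: tagged CAL PDZ domain. Schedule: 1 h room-temperature incubation prior to read. Signal: fluorescence polarization (mP). Measure: percent inhibition from loss of millipolarization.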
PKA-R2B activ: PKA-R2B complex activation; 340,000 compounds, 0.079% hits; PKA-R2B holoenzyme dissociation, Cy5-IP20 fluorescence polarization; R2B truncated from residue 108, S112A mutant; 0% DMSO only, 100% 113 µM cGMP; activation, % at 11.4 µM;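 active = activation above a cutoff set at the mean over all compounds plus 3 SD, cut at about 18% in these data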;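 also: higher means more holoenzyme dissociation and a rise in polarization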
Rtt109 HAT inh: C. albicans Rtt109 histone acetyltransferase inhibition | Q5AAJ8 | purified Rtt109/Vps75, ThioGlo CoA-SH fluorescence, 4 h | inhibition, % at 34.9 µM | 330,000 compounds, 0.16% hits | AID 540336;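 active = inhibition of at least 50% in every replicate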
Target sequence (Q5AAJ8 whole entry, looked up): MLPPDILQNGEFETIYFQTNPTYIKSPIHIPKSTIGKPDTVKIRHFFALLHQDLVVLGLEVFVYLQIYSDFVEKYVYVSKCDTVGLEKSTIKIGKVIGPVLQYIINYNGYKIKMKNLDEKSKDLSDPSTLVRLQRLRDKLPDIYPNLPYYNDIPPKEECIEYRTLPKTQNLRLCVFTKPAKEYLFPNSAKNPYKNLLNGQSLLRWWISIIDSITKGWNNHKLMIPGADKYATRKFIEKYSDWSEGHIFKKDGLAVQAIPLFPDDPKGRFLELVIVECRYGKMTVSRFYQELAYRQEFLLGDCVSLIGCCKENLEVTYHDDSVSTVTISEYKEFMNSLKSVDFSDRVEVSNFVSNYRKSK
LANA DNA inh: KSHV C-LANA DNA binding inhibition. MBP-C-LANA/FAM-LBS DNA binding, fluorescence polarization. inhibition, % at 9 µM. 340,000 compounds, 0.078% hits. AID 504423;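 active = highest replicate inhibition at or above 60% at 9 µM, even if other replicates fall short; inactive = all replicates below 60% inhibition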;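 also: 0% = neutral control wells and 100% = 4 µM acridine orange control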
SR-BI DiI-HDL act: enhances SR-BI lipid uptake from DiI-HDL; 320,000 compounds, 0.096% hits; activation, % at 12.5 µM; CHO ldlA[mSR-BI] cells, DiI-HDL uptake fluorescence, 3 h; 100 = double the neutral-control signal; AID 504775;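 active = mean replicate activation of at least 60% and every replicate at or above 60%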;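 also: 0% = median plate neutral-control signal and 100% = twice that signal; values of inactives mirror those of a sister screen read the other way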
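Material – SR-BI-overexpressing, LDLR-lacking CHO cells · Medium – BSA-supplemented, HEPES-buffered Ham's F12, pH 7.4 · Doses – single concentration · Times – compound with DiI-HDL co-incubation, 3 h at 37 °C · Measured by – bottom-read fluorescence, 550/595 nm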
CAL PDZ FP-2: CAL PDZ (human) peptide binding inhibition | purified CAL PDZ, TMR-peptide fluorescence polarization, 1 h | AID 602252 | inhibition, % at 24.9 µM | 300,000 compounds, 0.92% hits | Q9HD26;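 active = mean inhibition of at least 30% with at least half of replicates also reaching 30%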;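 also: 0% = DMSO neutral control and 100% = excess unlabeled competitor peptide PRC23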
Keap1-Nrf2 PPI: inhibitors of human Keap1-Nrf2 protein-protein interaction. AID 504523. Q14145. Keap1 Kelch-Nrf2 peptide fluorescence polarization, 1536-well. 340,000 compounds, 0.15% hits. inhibition, % at 9.4 µM; in the data active = inhibition above about 12%;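 also: human Keap1 Kelch domain with fluorescein labeled Nrf2 9mer peptide probe; 0% = neutral control wells and 100% = peptide positive control; higher means more block of Keap1 binding to Nrf2 peptide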
Target sequence (Q14145 whole entry, looked up, the tested form may be a part): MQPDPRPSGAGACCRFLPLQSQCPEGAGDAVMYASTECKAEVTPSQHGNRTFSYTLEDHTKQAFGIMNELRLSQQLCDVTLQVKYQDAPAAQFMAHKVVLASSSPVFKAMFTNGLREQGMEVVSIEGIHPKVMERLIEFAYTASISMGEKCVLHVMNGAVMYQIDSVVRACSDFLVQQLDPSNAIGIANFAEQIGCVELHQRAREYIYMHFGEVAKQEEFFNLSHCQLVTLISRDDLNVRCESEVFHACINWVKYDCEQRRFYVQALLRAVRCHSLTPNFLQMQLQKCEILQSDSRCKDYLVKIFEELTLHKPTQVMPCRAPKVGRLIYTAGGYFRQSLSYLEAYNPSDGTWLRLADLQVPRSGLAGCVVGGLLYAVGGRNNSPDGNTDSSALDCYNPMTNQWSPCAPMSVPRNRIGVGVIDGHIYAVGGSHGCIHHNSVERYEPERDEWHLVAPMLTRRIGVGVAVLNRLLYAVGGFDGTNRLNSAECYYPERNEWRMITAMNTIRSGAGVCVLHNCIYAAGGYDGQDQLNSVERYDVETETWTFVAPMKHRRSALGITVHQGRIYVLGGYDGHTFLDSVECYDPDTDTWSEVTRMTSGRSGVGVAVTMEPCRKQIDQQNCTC
* marks the source's active call; other numbers are inactive results; . = not tested or not shown. Compounds as they come (roughly 1.6% active in at least one column).

SMILES	cardiac RTF act	DAGLB inhibitor	RTF Ca sens inh	CAL PDZ FP-1	PKA-R2B activ	Rtt109 HAT inh	LANA DNA inh	SR-BI DiI-HDL act	CAL PDZ FP-2	Keap1-Nrf2 PPI
CC(=O)C[C@H]1c2ccccc2S(=O)(=O)N1C1CCCC1	-3	-2	0	1.5	2	-2	1.1	7	-2	2
COc1ccc(C(=O)NCC(=O)N/N=C(\C)Cc2ccccc2)cc1	-4	-1	0	-2.6	-9	3	0.7	3	-4	-3
CCCCc1ccc(NC(=O)Nc2cccnc2)cc1	-5	0	4	-3.3	-7	4	-0.1	19	0	3
O=C(Cn1cnc2c(nnn2-c2ccccc2)c1=O)NCc1ccco1	2	-1	-6	-1.2	-2	-6	2.5	40	0	3
O=C1CCCc2ccccc2N1Cc1ccccc1	1	0	6	0.4	-5	.	-0.2	7	-7	-6
CCn1c2ccccc2c2cc(NC(=O)Cc3ccc(S(=O)(=O)N4CCOCC4)s3)ccc21	-2	5	0	-2.1	0	1	0.5	-26	2	0
O=S1(=O)N=C(Nc2ccc(S(=O)(=O)N3CCCCC3)cc2)c2ccccc21	4	-1	0	-1.6	13	-4	0.4	20	-1	-3
Cc1nc2ccccc2c(=O)n1NC(=O)c1cccc([N+](=O)[O-])c1	-2	2	13	0.8	3	-2	-2.3	5	6	-7
CCOC(=O)c1ccccc1NC(=O)C1CC(=O)N(C(C)(C)C)C1 (centres undefined)	0	-1	-5	0.0	2	-3	4.8	-14	-8	-1
CCOC(=O)C(C)Sc1ccc2nnc(CCNS(=O)(=O)c3ccccc3)n2n1 (centres undefined)	2	0	-7	-1.0	2	-7	-0.4	13	8	-2
C=CCn1c(=O)c2c(nc3n2CC(C)CN3c2cccc(OC)c2)n(C)c1=O (centres undefined)	-4	-3	-5	0.7	4	3	-0.4	18	.	-5
Cc1cccc(NC(=O)CSc2nccn2Cc2ccco2)c1	-4	-6	-11	0.1	-1	-3	0.3	-12	1	3
O=C(O)C(c1ccccc1)N1CCCC1 (centres undefined)	7	1	-4	0.2	11	5	0.6	.	0	-3
Cc1ccc(CN(C)C(=O)c2ccc(NS(=O)(=O)c3ccc4[nH]c(=O)[nH]c4c3)cc2)cc1	-11	-1	4	-4.1	0	22	-1.1	-12	-8	-1
COc1ccc(OC)c(NC(=O)C(=O)N/N=C/c2ccccc2[N+](=O)[O-])c1	-2	2	-1	-0.1	-6	-6	0.5	-81	1	-3
C[C@]12CCC[C@H](O1)[C@H]([C@@H](O)c1ccccc1)O2	-14	5	8	0.8	-4	9	-1.4	-7	0	-9
Cc1ccc(CN2CCC(=O)N2)cc1	-2	-1	-3	0.0	-5	1	-0.8	3	2	-5
COc1ccc(Nc2ncnc3c2cnn3Cc2ccc(C)cc2)cc1	1	-2	10	-0.9	-4	5	0.2	12	-3	-4
Cc1cc(NC2CCCCC2)nc(N2CCOCC2)n1	-5	-3	-7	0.9	5	10	-0.8	-2	-2	-2
COc1cc(NC(=O)C(=O)Nc2ccc3nc4n(c(=O)c3c2)CCCCC4)cc(OC)c1OC	-1	1	-4	1.1	4	-6	-2.7	.	6	3
CC1=CN2C(=NC(=O)CC2(C)C(=O)N(CC(=O)NC2CCCC2)c2ccccc2C)C=C1 (centres undefined)	-1	-1	4	-0.8	-12	-15	-0.2	34	.	-3
CCn1c(SCC(=O)Nc2ccc(OC)c(OC)c2)nc2c(c1=O)SCC2	4	0	0	-2.8	-5	7	-1.6	-12	-1	0
Cc1cccc(N2CCN(C(=O)CCCn3c(=S)[nH]c4cc5c(cc4c3=O)OCO5)CC2)c1C	-2	0	2	-1.1	9	-5	-1.0	-34	-3	0
CCCn1ncc(CN2CCC(C(=O)Nc3cccc(-c4cccc(F)c4)c3)CC2)c1C	5	-3	-9	-4.4	-3	9	0.9	-15	-5	-6
CCOc1cccc2c1OC1(C)CC2NC(=O)N1Cc1ccccc1 (centres undefined)	-2	-1	7	0.5	-4	6	-0.2	-8	0	0
COc1cc(/C=C(/C#N)C(=O)Nc2cc(C(F)(F)F)ccc2Cl)ccc1OCC(=O)Nc1cccc(C(F)(F)F)c1	3	-3	1	-0.6	-2	7	-0.2	-66	-2	-2
CC(=O)c1cc(CN2CCC(N3CCC(C(=O)N4CCCC4)CC3)CC2)cs1	14	-2	-2	-1.0	-10	-2	-1.5	8	.	-4
O=C(O)c1ccc(NC(=O)c2cn(-c3ccccc3)nc2-c2ccc(Cl)cc2)cc1	-2	3	-12	-2.0	-4	-3	-5.3	-20	-12	0
COc1ccc(NC(=O)Cn2nc(C(F)(F)F)c3c2CCCC3)c(OC)c1	5	-4	-8	-4.5	9	-7	-0.1	-16	-1	1
CSc1ccccc1NC(=O)Nc1cccc(Cl)c1Cl	1	-6	-9	-0.4	-5	7	1.6	-30	-2	1

Results in cardiac RTF act, for 3 of the compounds above:
smiles	cardiac RTF act
Cc1ccc(CN2CCC(=O)N2)cc1	-2
COc1cc(/C=C(/C#N)C(=O)Nc2cc(C(F)(F)F)ccc2Cl)ccc1OCC(=O)Nc1cccc(C(F)(F)F)c1	3
CCn1c(SCC(=O)Nc2ccc(OC)c(OC)c2)nc2c(c1=O)SCC2	4

Other compounds follow.
SMILES	cardiac RTF act	DAGLB inhibitor	RTF Ca sens inh	CAL PDZ FP-1	PKA-R2B activ	Rtt109 HAT inh	LANA DNA inh	SR-BI DiI-HDL act	CAL PDZ FP-2	Keap1-Nrf2 PPI
c1ccc(-n2cnc3ccccc32)cc1	2	-1	2	-0.3	6	-9	1.9	21	.	-3
COc1cccc(C(=O)NCCC2=CCCCC2)c1	-7	-2	-4	-0.5	-3	5	-1.3	2	-4	-1
CC(=O)Nc1cccc(NC(=O)CSc2nnc(Cc3cccn3C)n2-c2ccc(F)cc2)c1	1	1	-1	0.0	1	-1	0.7	-4	-2	-4
CCOC(=O)CNC(=O)COc1ccc(Cl)cc1Br	-3	-2	-10	-0.5	-2	-10	0.0	1	.	4
CCN(CC)CCn1c2ccccc2c2cnc(N)c(C#N)c21	-2	-2	1	0.3	-10	0	0.6	-21	-1	-3
CCC(C)c1ccccc1NC(=O)C(C)N(C)Cc1cccc(OC)c1 (centres undefined)	1	-24	-7	-4.2	-8	0	1.0	-7	-8	5
CC1CCCCN1C(=O)CN1C(=O)CN(C)C(=O)c2ccccc21 (centres undefined)	0	-2	-11	-1.0	6	12	-0.5	-17	-8	6
CCOC(=O)C1CCN(S(=O)(=O)c2c(C)noc2C)CC1	4	1	-9	-1.9	4	4	0.2	3	0	-2
COc1cccc(CN2CCN(Cc3cccn3-c3cccnc3)CC2CCO)c1 (centres undefined)	2	0	11	-3.4	-8	.	-0.2	20	-5	-7
CN1C(C)(C)CC(NC(=O)CCC(=O)NC2CC(C)(C)N(C)C(C)(C)C2)CC1(C)C	-3	-2	0	.	0	-6	-7.7	20	1	-2
CCOc1ccc(C(=O)COC(=O)Cn2cnc3c2c(=O)n(C)c(=O)n3C)cc1	-3	-3	0	0.1	1	0	0.7	2	-4	-1
O=c1[nH]c(Cc2ccc(F)cc2)nc2scc(-c3ccc(F)cc3)c12	12	4	-6	-0.4	4	-1	0.2	.	-3	-2
CCOC(=O)N1CCC(Nc2c(NCCCN(CC)c3cccc(C)c3)c(=O)c2=O)CC1	0	2	-3	-0.4	-12	14	0.7	-17	.	-5
Cc1nnc(SCC(=O)Nc2ccccc2NC(=O)CSc2nnc(C)s2)s1	-2	-1	-6	-1.0	4	-5	1.4	26	-4	2
O=S(=O)(O)c1nc2ccccc2[nH]1	1	1	-11	-1.7	-5	4	-0.1	.	-1	-7
COc1ccc(NS(=O)(=O)c2cccc(C(=O)NN=Cc3ccc(OC)c(O)c3)c2)cc1	-3	-2	-4	-1.2	-3	-7	-0.8	-14	-3	0
Fc1ccccc1CSc1ncnc2c1ncn2C1CCCCO1 (centres undefined)	-2	-1	3	-1.8	-2	11	1.3	4	-5	-4
CCOc1ccc(N(CC(N)=O)S(=O)(=O)c2ccc(F)cc2)cc1	0	0	-3	-1.8	-7	0	-0.3	.	1	-1
COC(C[C@H](O)C[C@H](O)[C@H](C)OCc1ccccc1)OC	-7	-3	-2	0.0	-1	-3	4.7	9	1	-2
COc1ccccc1NC(=O)Cc1noc(CSc2cccc[n+]2[O-])n1	0	1	-6	-1.4	9	3	4.2	11	-3	-2
COc1ccc(CC(=O)NCCCc2ccccc2)cc1OC	-3	1	-1	-0.4	5	-10	-0.4	3	-5	-3
COc1ccccc1N1C(=O)CSC1=NC(=O)c1ccccc1	-8	0	-5	0.1	-1	-8	-0.2	-2	-6	0
CN(C)S(=O)(=O)c1ccc(N/C=C(\[N+](=O)[O-])S(=O)(=O)c2ccccc2)cc1	5	-1	0	0.3	2	-9	0.9	.	-2	-7
CCN(CC)C(=O)NC(c1ccc(C)c(F)c1)C(Cl)(Cl)Cl (centres undefined)	4	-5	-10	-0.3	-7	6	-0.4	25	-3	-6
Cc1noc(C)c1C(=O)N(CC(C)C)c1nc2ccccc2s1	-6	-5	-5	-2.1	-2	1	0.7	-13	-4	-5
COc1ccc(CCNC(=O)Cn2cnc3c(cnn3-c3ccccc3Cl)c2=O)cc1OC	7	3	-6	-2.9	0	0	0.0	-24	.	-1
CCN(CC)S(=O)(=O)c1cc(C(=O)Nc2ccccc2C(=O)O)ccc1OC	-7	4	5	0.6	2	0	-2.1	9	3	-2
CCC(CO)Oc1cc(NC(=O)c2ccc([N+](=O)[O-])cc2)c2ncn(C(C)C)c2c1 (centres undefined)	8	2	-7	1.9	0	0	0.2	-45	-5	-3
COc1ccc(-n2cc(CN(C)Cc3n[nH]c(=O)[nH]3)c(-c3cccc(F)c3)n2)cc1	8	2	-9	-1.6	-15	-3	-0.5	-21	4	-4
CC(Cc1cccs1)NC(=O)c1cccs1 (centres undefined)	-1	-1	8	-2.8	-13	.	0.2	7	-1	-3
Cc1ccc(S(=O)(=O)NCC(=O)N2CCN(S(=O)(=O)c3ccc(Cl)cc3)CC2)cc1C	4	-1	-3	-2.1	4	20	-1.4	2	-5	0
O=C(CN1CCN(c2ccccc2)CC1)N/N=C/c1cccc(F)c1	5	-1	6	-1.6	8	3	-1.3	14	-3	-1
COc1ccc(C(=O)CCC(=O)N2CCN(c3ccc(N4CCOCC4)nn3)CC2)cc1	4	0	-3	-0.3	8	-7	-0.6	14	-7	-2
COC(=O)c1[nH]c2cc(OC)ccc2c1NC(=O)CCN1CCSCC1	6	0	1	0.1	-10	-5	0.4	-2	-1	-1
